Yfh1-depleted yeast: enhancers of respiration in Yfh1-depleted yeast, dose response, Friedreich's ataxia, plus single-dose screen (AID 1465). 0.074% of 220,000 active. S. cerevisiae Yfh1-off respiration, WST-1 reduction, 72 h; higher fold induction means a stronger effect. fold induction at 50 µM; hits with a dose series show EC50 in µM;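 active means fold induction of absorbance versus untreated yeast above a set limit, then at least 30% activation at any dose in follow-up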;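 further: activators that raise dye reduction in frataxin-depleted yeast; strong numbers were not always called active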
P. falciparum M17LAP: P. falciparum M17LAP inhibitors, primary screen, biochemical, fluorogenic H-Leu-NHMec substrate, 1536-well (AID 1619); Leucine aminopeptidase (Plasmodium falciparum (isolate 3D7)); recombinant M17LAP, H-Leu-NHMec fluorogenic kinetic assay; higher % means a stronger effect; one-dose inhibition, % at 30 µM; IC50 in µM for titrated hits; 0.38% of 220,000 active;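 active means compound inhibiting the enzyme by more than half at any dose during confirmatory dose-response retesting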;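 further: plate controls were full reaction with DMSO carrier for no effect and no enzyme background for full effect; strong numbers were not always called active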
b-catenin transl: modulators of beta-catenin nuclear translocation, primary screen, imaging, HeLa cells, immunofluorescence, high-content; 0.3% of 190,000 active; AID 1665, 2009; nuclear translocation activity, % at 5 µM;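 active means nuclear translocation activity above 50% at 5 µM, with a well cell count of 50 or more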;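 further: per-cell ratio of nuclear to cytoplasmic median beta-catenin stain intensity; plate controls were DMSO negative control for no effect and GSK-3 inhibitor IX positive control for full effect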
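Signal – beta-catenin immunofluorescence imaging with DAPI · Test system – human HeLa cell line · Dosing – 5 µM primary single dose, 0.1% DMSO, 0.02–20 µM confirmation series · Measure – % activation, nuclear-to-cytoplasmic median beta-catenin signal ratio per cell · Incubation – 24 h compound exposure at 37°C, 5% CO2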
MT stabilize HCS: microtubule stabilizers in HeLa cells, primary screen, imaging, high-content imaging | HeLa tubulin immunostaining HCS, 24 h; share of cells brighter than vehicle mean+2SD | % tubulin-high responders, % at 10 µM | 0.83% of 200,000 active | AID 2205, 2009;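 active means plate Z-score above 3 for both tubulin-high and condensed-nucleus cell shares, with cell loss under 80%, at 10 µM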;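 further: anti alpha tubulin signal scored within the nucleus-defined area of each cell; some results filed as inactive read as strong as hits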
HEK293 NOD2/NF-kB: NOD2 signaling inhibitors, cell-based, luminescence, uHTS, HEK293 (AID 1566) | 0.63% of 290,000 active | one-dose inhibition, % at 4 µM; EC50 in µM for titrated hits | HEK293 NOD2/NF-kB luciferase reporter, luminescence; higher % means a stronger effect; in the data active means inhibition above about 50%; further: many of its hits are not listed in these tables
Autophagy HCS: autophagy modulators in MEF cells, primary screen, imaging, high-content, MEF GFP-LC3; AID 463193, 2010; 0.98% of 190,000 active; MEF GFP-LC3 puncta imaging; test concentration mostly 10 µM; calls only at 10 µM (by protocol);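 active means percentage of spot-positive cells more than 3 SD above its plate mean, without a fluorescence outlier flag or 80% toxicity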;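 further: spot-positive cell cutoff set from DMSO-treated cells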
Dynein cargo inh: inhibitors of GR-EGFP nuclear translocation, primary screen, dynein cargo transport inhibitor project, imaging, high-content, 3617.4 mouse cells; test concentration mostly 20 µM; stimulated with dexamethasone, 1 µM; hits give low values; z-score, hits read low; AID 1381, 2008; 0.47% of 220,000 active;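 active means plate z-score of nuclear minus cytoplasmic receptor signal below a set negative limit, without overly bright fluorescence or cell loss, cut at about -3.5 in these data, passing the limit was not always enough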;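 further: z-score of nuclear minus cytoplasmic ring GR-EGFP intensity difference per well; some compounds called inactive have numbers as strong as hits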
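Medium: Induction medium lacking tetracycline, stripped serum | Probe or stimulus: 1.0 µM final dexamethasone stimulus | Schedule: 48 h induction, then 1 h compound, then 30 min agonist, 37 °C | Signal: Automated 10x imaging of fixed Hoechst-stained cells | Evaluation: Per-cell GR-EGFP intensity, nucleus versus surrounding cytoplasmic ring, well-averaged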
NOD1 NF-kB reporter: NOD1 signaling inhibitors, primary screen, cell-based, luminescence, uHTS (AID 1578). NOD1-driven NF-kB luciferase reporter cells, luminescence; higher % means a stronger effect. inhibition, % at 4 µM; hits with a dose series show EC50 in µM. 1% of 290,000 active; in the data active means inhibition mostly above about 36%, no sharp cut-off; inactive means mostly below about 34%;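 further: HEK-293T reporter cells stimulated with the NOD1 agonist gamma-tri-DAP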
Ins promoter up: insulin promoter activators in MIN6 cells, imaging, high-content screening, mouse beta cells; z-score at 5 µM; MIN6 insulin promoter-GFP reporter; hits give high values; 0.3% of 190,000 active;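 active means z-score above 3 at 5 µM with at least 500 cells counted in the well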
Dynein cargo inh cytoplasmic EGFP: second read-out of Dynein cargo inh, no call of its own (marks repeat the call); z-score; measured here: cytoplasmic GR-EGFP intensity; hits give high values
Dynein cargo inh nuclear GR-EGFP: further read-out of Dynein cargo inh, marked with its call; z-score; measured here: nuclear GR-EGFP intensity;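 lower value marks the stronger effect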
Dynein cargo inh cell count: second read-out of Dynein cargo inh, no call of its own (marks repeat the call); z-score; measured here: cell count per field
Ins promoter up cell count: further read-out of Ins promoter up, marked with its call; cell count; measured here: cytotoxicity, nuclei count;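 total cells summed across four imaged fields per well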
b-catenin transl cell count 5 µM: second read-out of b-catenin transl, no call of its own (marks repeat the call); cell count; measured here: cell count, cytotoxicity flag
MT stabilize HCS Hoechst-high %: recorded beside MT stabilize HCS, whose call it bears; % Hoechst-high responders; measured here: nuclear condensation Hoechst responders;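 share of cells brighter than vehicle mean plus two SD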
MT stabilize HCS cytotoxicity %: further read-out of MT stabilize HCS, marked with its call; toxicity, %; measured here: cytotoxicity by cell density;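 0% = mean cell density of plate MIN control wells and 100% = no cells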
Autophagy HCS cell loss 18 h: further read-out of Autophagy HCS, marked with its call; toxicity, %; measured here: cell loss, nuclei count;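 cell loss after 18 h compound exposure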
The depositor's hits bear a star; i = inactive; nt = no result given.

SMILES | Yfh1-depleted yeast | P. falciparum M17LAP | b-catenin transl | b-catenin transl cell count 5 µM | MT stabilize HCS | MT stabilize HCS Hoechst-high % | MT stabilize HCS cytotoxicity % | HEK293 NOD2/NF-kB | Autophagy HCS | Autophagy HCS cell loss 18 h | Dynein cargo inh | Dynein cargo inh cytoplasmic EGFP | Dynein cargo inh nuclear GR-EGFP | Dynein cargo inh cell count | NOD1 NF-kB reporter | Ins promoter up | Ins promoter up cell count
CN(c1ccccc1C(=O)Nc1cccc(Cl)c1Cl)S(C)(=O)=O | i | -4.4% | nt | nt | 1.3 | 1.9 | 5.7 | 8.0% | i | 2.3 | 0.0073 | -0.0207 | 0.117 | 0.749 | -1.3% | -0.18 | 1024
NS(=O)(=O)c1ccc(NC(=O)c2ccc(COc3ccccc3)o2)cc1 | i | -1.6% | 0.0 | 1033 | 2.6 | 1.3 | 6.7 | 14.8% | i | 8.7 | -0.85 | -0.384 | -0.417 | 1.4 | 10.8% | nt | nt
Cc1noc(C)c1S(=O)(=O)Nc1ccc(C(=O)N2CCc3ccccc3C2)cc1 | i | -4.5% | -1.5 | 981 | 3.1 | 2.1 | 1.9 | -8.1% | i | 2.0 | 0.343 | -0.222 | 0.318 | 0.197 | -17.6% | -0.42 | 1464
Nc1ncccc1OCc1cccc(C(F)(F)F)c1 | i | 2.1% | 0.9 | 1102 | 3.7 | 4.4 | 6.9 | 8.1% | i | 2.3 | -0.00493 | -0.296 | -0.121 | 0.396 | -32.2% | -0.02 | 1221
COc1cc(=O)[nH]c(=O)n1CC(=O)c1ccccc1 | i | -6.2% | -1.6 | 1201 | 4.6 | 2.6 | 5.2 | 26.5% | i | -6.1 | 0.833 | -0.236 | 0.324 | 0.469 | 8.6% | 0.04 | 1210
FC(F)(F)c1cccc(NC(=S)NCC(c2cccnc2)N2CCOCC2)c1 (stereo not given) | i | -1.4% | -0.2 | 1140 | 2.4 | 1.1 | 5.9 | 11.5% | i | 30.4 | -0.412 | -0.231 | -0.162 | 1.54 | -23.3% | 0.91 | 1546
Cc1ccc(-c2csc(C3C(N)=NC(S)=C(C#N)C34CCCCC4)n2)cc1 (stereo not given) | i | 9.9% | -1.8 | 1227 | 2.1 | 1.6 | 6.2 | -17.7% | i | -8.6 | 0.936 | -0.0581 | 1.44 | -1.39 | -28.1% | nt | nt
COc1ccc(CCNC(=O)c2cc(=O)[nH]c3ccc(Br)cc23)cc1OC | i | 2.3% | 0.1 | 1101 | 2.4 | 3.3 | 8.2 | 14.0% | i | -6.8 | -0.203 | -0.262 | 0.272 | 0.35 | -14.9% | -0.31 | 1372
Nc1cc(=O)[nH]c(SCc2nc3ccccc3n2Cc2ccccc2)n1 | i | 7.4% | 0.8 | 1126 | 4.6 | 2.8 | 11.6 | 4.2% | i | 8.6 | 3.22 | -0.13 | 2.24 | -1.16 | 4.6% | 0.04 | 1208
Fc1cccc(/C=C2\CCCC3=C2NC(=S)NC3c2cccc(F)c2)c1 (stereo not given) | i | -3.8% | 0.5 | 1206 | nt | nt | nt | 11.7% | nt | nt | -0.0361 | -0.263 | -0.08 | 0.488 | -7.4% | -0.92 | 1299
O=C(O)CNS(=O)(=O)Cc1ccccc1 | i | -2.3% | -3.8 | 1194 | nt | nt | nt | 0.0% | nt | nt | 0.163 | -0.222 | 0.0359 | -0.113 | -9.3% | -0.21 | 1475
O=C(O)C1C2C=CC(C2)C1C(=O)Nc1cccc(F)c1 (stereo not given) | i | 23.1% | 2.1 | 912 | 2.0 | 3.1 | 26.6 | 14.6% | i | -9.3 | -0.708 | -0.223 | -0.472 | 0.0233 | -5.7% | 0.03 | 1137
O=C(c1cccc([N+](=O)[O-])c1)n1nc(-c2ccccc2)nc1NCc1ccccc1 | i | 4.5% | 0.4 | 1131 | 7.4 | 1.9 | 10.2 | 0.9% | i | 5.9 | 0.193 | -0.151 | 0.251 | -0.264 | -18.3% | -0.32 | 1498
O=C(/C=C/c1cccs1)NC(=S)Nc1ccc(C(=O)O)cc1 | i | 13.2% | -4.5 | 1264 | nt | nt | nt | 29.4% | nt | nt | -0.12 | -0.143 | -0.00958 | 0.515 | -5.7% | -0.6 | 1412
CC(Cc1ccccc1)C(=O)N1CCN(C)CC1 (stereo not given) | i | -3.7% | -1.8 | 569 | 3.3 | 1.4 | 5.7 | 9.5% | i | -2.1 | 0.961 | -0.275 | 0.745 | 0.361 | -10.9% | 0.91 | 1267
CC/C(C)=N/NC(=S)NCc1ccco1 | i | -2.6% | -4.8 | 557 | 0.8 | 3.8 | 2.2 | 6.8% | i | 1.3 | -0.673 | -0.294 | -0.541 | 1.12 | -14.6% | -0.23 | 658
COC(=O)C1=C(C(=O)OC)[C@@H]2N(Cc3ccccc3)c3ccccc3[C@@]23C[C@@H](C(=O)OC)N(C(C)=O)C3=N1 | i | 9.3% | -0.9 | 1062 | nt | nt | nt | 3.7% | nt | nt | -0.556 | -0.304 | 0.0369 | -0.448 | 4.3% | 2.07 | 741
CCc1sc(N(C(=O)Cc2ccccc2)c2cccc(F)c2)nc1-c1ccc(C)cc1 | i | 7.4% | nt | nt | 3.4 | 2.9 | 8.5 | 21.9% | i | 15.7 | 0.717 | -0.234 | -0.416 | -0.511 | 7.3% | nt | nt
CSc1ccccc1NC(=O)CN(C)Cc1cc(=O)n2ccsc2n1 | i | -7.8% | -1.1 | 1108 | 2.9 | 2.1 | 9.3 | 3.4% | i | 4.8 | -0.0142 | -0.249 | -0.273 | 0.873 | -13.4% | 0.03 | 1243
O=C(C#Cc1ccccc1)c1cccc([N+](=O)[O-])c1 | i | -6.1% | -2.5 | 1271 | 2.7 | 1.7 | 4.5 | 16.5% | i | 0.6 | 0.158 | 0.14 | -0.0255 | -0.862 | 79.8%* | -0.52 | 957
CCOC(=O)C(=O)Nc1ccc(F)cc1 | i | 6.6% | nt | nt | 2.6 | 2.1 | 9.6 | 4.9% | i | -7.7 | -0.968 | -0.118 | -0.637 | 0.508 | 6.9% | 0.29 | 806
O=S(=O)(CCN1CCN(c2ccccn2)CC1)c1ccc(Cl)cc1Cl | i | -2.3% | 0.0 | 1081 | nt | nt | nt | 28.6% | nt | nt | -0.000585 | -0.279 | -0.266 | 0.174 | 8.3% | 0.43 | 1409
O=C(NCc1cccnc1)C1CCC(c2ccc(Cl)cc2)CC1 (stereo not given) | i | -0.1% | -0.1 | 1257 | nt | nt | nt | 18.8% | nt | nt | -0.783 | -0.275 | -0.252 | 0.273 | 4.2% | -1.01 | 978
O=C(O)CSCC(=O)NCc1ccccc1Cl | i | 3.7% | -0.1 | 1554 | 2.1 | 1.4 | 4.0 | 18.7% | i | 13.8 | -0.339 | 0.6 | 0.138 | 0.422 | -18.8% | -0.14 | 1484
COc1ccc(N2C(=O)c3ccccc3NC23CCCCC3)cc1 | i | -45.4% | 1.0 | 1152 | 2.6 | 1.8 | 2.8 | -32.2% | i | 7.9 | -0.0171 | -0.0754 | 0.496 | -0.00228 | -45.4% | 0.32 | 1167
Cc1cc(NC2CCCCC2)nc(NCc2ccccc2)n1 | i | -4.2% | 1.3 | 466 | 2.8 | 1.9 | 9.7 | 7.1% | i | -4.4 | -1.06 | -0.217 | 0.0102 | 0.756 | -21.8% | -2.73 | 582
CC(C)CCNC(=O)C1CC(c2ccc(C(F)(F)F)cc2)=NO1 (stereo not given) | i | 0.7% | 0.7 | 1355 | nt | nt | nt | 2.3% | nt | nt | 0.325 | -0.691 | 0.313 | -0.531 | -3.5% | 0.5 | 865
CC1(C)CC(NC(=O)C(F)(F)F)CC(C)(C)N1OC(=O)c1ccco1 | i | 0.0% | nt | nt | 2.7 | 1.6 | 1.4 | -0.7% | i | -1.9 | -1.13 | -0.182 | -0.279 | 0.511 | -20.0% | -0.04 | 1369
OCCC1CN(Cc2nc3ccccc3s2)CCN1C1CCCC1 (stereo not given) | i | -12.9% | 0.8 | 1541 | 2.5 | 1.7 | 10.5 | 7.5% | i | 4.5 | 1.74 | -0.239 | 1.12 | -0.532 | -25.1% | 0.01 | 1428
CC1CC(C)(C)NC(=S)N1CCCC(=O)NCCc1ccc(Cl)cc1 (stereo not given) | i | 10.9% | 0.1 | 1135 | 5.5 | 1.5 | 7.0 | 13.3% | i | 2.6 | -1.31 | -0.268 | -0.855 | 1.67 | -34.0% | 0.08 | 1191
CN(C)c1ccc(/C=N/NC(=O)CNC(=O)c2ccc3c(c2)OCCO3)cc1 | i | -1.8% | nt | nt | 1.6 | 1.6 | 10.1 | 10.3% | i | 21.5 | 0.258 | -0.252 | 0.129 | 0.347 | -12.1% | -0.02 | 1146
CCOc1cc(C(=O)NCc2ccc(C)cc2)ccc1OCC(=O)N1CCOCC1 | i | -10.1% | -1.7 | 1058 | 3.3 | 2.3 | 7.3 | 1.4% | i | 20.9 | 0.272 | -0.228 | 0.19 | 0.593 | -28.1% | -0.43 | 1404

Some of the compounds tested; count on the stated rates, not on these rows.
